K1F lysis inhibition = inhibition of K1F phage lysis, E. coli UTI89, bacterial capsule biogenesis inhibitors, alamar blue (AID 488966); E. coli UTI89 K1F phage lysis, alamar blue, 2 h; higher % means a stronger effect; one-dose inhibition, % at 100 µM; IC50 in µM for titrated hits; 340,000 compounds, 0.02% hits;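 active = phage lysis inhibition, versus mean bacterial control, above a set limit; inconclusive = no clear call, values can overlap the other calls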;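 also: capsule biogenesis inhibitors block K1F phage lysis so surviving cells raise fluorescence; higher fluorescence means more inhibition of phage lysis; actives were called in the ten point dose series up to 300 µM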
NTR1 agonist = NTR1-driven beta-arrestin-GFP spot formation – imaging, U2OS cells, high content, primary screen (AID 493036); activation, % at 20 µM; 330,000 compounds, 0.17% hits; P30989; agonist mode;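 active = activation at or above 40% of the spot to cytoplasm intensity ratio, with at least 20 cells analyzed; inconclusive = wells under 20 cells, flagged as cytotoxic or low count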;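 also: 0% = DMSO without peptide and 100% = 100 nM NTR1 peptide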
Target sequence (P30989 whole entry, looked up): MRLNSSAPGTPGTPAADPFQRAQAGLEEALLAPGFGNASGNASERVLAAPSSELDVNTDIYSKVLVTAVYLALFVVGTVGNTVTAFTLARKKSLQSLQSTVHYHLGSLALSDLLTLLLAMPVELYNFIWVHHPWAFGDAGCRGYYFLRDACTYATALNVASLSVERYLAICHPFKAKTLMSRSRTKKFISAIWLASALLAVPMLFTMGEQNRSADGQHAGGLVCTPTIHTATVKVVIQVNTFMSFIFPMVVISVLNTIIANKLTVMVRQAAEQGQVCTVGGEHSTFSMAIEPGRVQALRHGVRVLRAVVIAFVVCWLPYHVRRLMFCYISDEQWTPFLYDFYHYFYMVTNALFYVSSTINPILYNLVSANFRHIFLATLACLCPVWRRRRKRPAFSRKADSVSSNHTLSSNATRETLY
MgcRacGAP inhibition = MgcRacGAP GTPase-activating activity inhibitors, confirmation, biochemical, ADP Hunter fluorescence | inhibition, % at 30 µM, or IC50 in µM where a hit was titrated | 340,000 compounds, 0.6% hits | AID 624330 | MgcRacGAP-stimulated Rac1 GTP hydrolysis, ADP Hunter fluorescence; higher % means a stronger effect; GST-tagged Rac1 F28L mutant substrate;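 active = first-screen hits whose inhibition reached a set limit at any dose in the follow-up dose series; inconclusive = inhibition above the set first-screen limit but never retested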;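 also: fluorescence reports GDP produced by GAP-driven GTP hydrolysis; strong numbers were not always called active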
NOD1 NF-kB reporter = NOD1 signaling inhibitors, primary screen, cell-based, luminescence, uHTS (AID 1578) | NOD1-driven NF-kB luciferase reporter cells, luminescence; higher % means a stronger effect | one-dose inhibition, % at 4 µM; EC50 in µM for titrated hits | 290,000 compounds, 1% hits; in the data active = inhibition mostly above about 36%, no sharp cut-off; inactive = mostly below about 34%;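 also: HEK-293T reporter cells stimulated with the NOD1 agonist gamma-tri-DAP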
GPR35 antagonists = inhibition of zaprinast-stimulated GPR35 beta-arrestin translocation – imaging, U2OS, beta-arrestin-GFP, zaprinast agonist, primary screen (AID 2058) | U2OS GPR35 beta-arrestin-GFP translocation imaging, zaprinast antagonism; higher % means a stronger effect | one-dose inhibition, % at 10 µM; IC50 in µM for titrated hits | 290,000 compounds, 0.052% hits;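 active = inhibition of at least 50% with at least 30 cells and total cytoplasm GFP at most 10,000,000; inconclusive = under 30 cells or total GFP of 10,000,000 plus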
KOR beta-arrestin-1 = kappa opioid receptor activators – cell-based, luminescence, uHTS, primary screen (AID 1777); KOR beta-arrestin recruitment, luminescence; higher % means a stronger effect; activation, % at 10 µM; hits with a dose series show EC50 in µM; 280,000 compounds, 0.02% hits; in the data active = activation above about 50%, passing the limit was not always enough; also: a part of the inactive calls stands beside numbers as strong as those of hits
GPR55 beta-arrestin = selective activators of receptor GPR55 – imaging, U2OS cells, beta-arrestin-GFP redistribution, primary screen (AID 1961); U2OS GPR55 beta-arrestin-GFP redistribution imaging; higher % means a stronger effect; activation, % at 10 µM; hits with a dose series show EC50 in µM; 290,000 compounds, 0.048% hits;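 active = activation above 40% with more than 50 cells counted in the well; inconclusive = wells holding fewer than 50 cells, flagged as toxic or sparse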;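 also: U2OS osteosarcoma cells stably expressing GPR55 and beta-arrestin-GFP; plate controls were DMSO negative control for no effect and LPI positive control for full effect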
GPR55 LPI antagonism = GPR55 antagonists blocking LPI-driven arrestin recruitment, primary screen, imaging, U2OS, beta-arrestin-GFP, LPI agonist (AID 2013) | 290,000 compounds, 0.13% hits | one-dose inhibition, % at 10 µM; IC50 in µM for titrated hits | U2OS GPR55 beta-arrestin-GFP translocation imaging, LPI antagonism; higher % means a stronger effect;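 active = spots per cell inhibited over 60%, with over 100 cells counted and total cytoplasm intensity under 500,000; inconclusive = wells with under 100 cells, flagged as likely toxic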;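 also: U2OS cells stably carrying GPR55 and arrestin-GFP stimulated by 5 µM LPI near EC80; imaged beta-arrestin-GFP aggregate spots per cell after agonist stimulation; plate controls were LPI-stimulated DMSO wells for no effect and DMSO wells without LPI for full effect; some results filed as inactive read as strong as hits; confirmed hits need IC50 under 10 µM and bright autofluorescent wells are also inconclusive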
KOR beta-arrestin-2 = kappa opioid receptor blockers – cell-based, luminescence, uHTS (AID 1778); 290,000 compounds, 0.091% hits; KOR beta-arrestin recruitment, luminescence, antagonist mode; higher % means a stronger effect; inhibition, % at 10 µM; hits with a dose series show IC50 in µM; in the data active = inhibition above about 50%; also: strong numbers were not always called active
NTR1 agonist cell count 20 µM = second read-out of NTR1 agonist, no call of its own (marks repeat the call); cell count; measured here: cell count, cytotoxicity flag
The depositor's hits bear a star; u = inconclusive; x = no result given; [ ] = remark or other dose.

SMILES	K1F lysis inhibition	NTR1 agonist	NTR1 agonist cell count 20 µM	MgcRacGAP inhibition	NOD1 NF-kB reporter	GPR35 antagonists	KOR beta-arrestin-1	GPR55 beta-arrestin	GPR55 LPI antagonism	KOR beta-arrestin-2
COc1ccc(-c2nc3ccccc3c(=O)n2-c2cccnc2)cc1	0.5%	0.6	95	-1%	x	9%	-4.1%	0.2%	12%	-5%
COc1ccc(CN2CCN(Cc3ccccc3)CC2)c(OC)c1	2.2%	0.6	84	2%	7%	3%	-0.9%	0.2%	-4%	-2%
CC(C)CCn1c(N)c(C(=O)NCc2cccs2)c2nc3ccccc3nc21	-1.8%	31	64	10%	-16%	10%	-0.2%	-0.1%	8%	-17%
CN1CCN(Cc2cc(=O)n3ccsc3n2)CC1	-0.3%	-1.1	54	8%	-50%	0%	5.0%	0.0%	-2%	-31%
O=c1[nH]c(=O)n(Cc2ccc(F)cc2)c(O)c1C=Nc1ccc(Cl)cc1	0.8%	7.1	51	3%	-29%	19%	-2.3%	-0.2%	20%	-23%
COc1ccc(C2SCC(=O)Nc3c2c(=O)[nH]n3C2CCCCC2)cc1 (centres undefined)	0.2%	0.4	79	8%	15%	-5%	3.1%	-0.3%	14%	3%
CC(=O)NN1C(=O)c2ccccc2NC1c1cccnc1 (centres undefined)	0.7%	2.2	54	3%	-29%	7%	1.3%	0.0%	8%	1%
O=C(c1ccccc1F)N1C[C@H]2C[C@@H](C1)c1cccc(=O)n1C2	1.9%	7.7	81	1%	1%	12%	-5.5%	-0.1%	-1%	-40%[20 µM]
O=C(O)C(Cc1cnc[nH]1)NS(=O)(=O)c1ccc(Br)cc1 (centres undefined)	0.2%	0.1	64	7%	-17%	-6%	4.2%	0.0%	0%	-61%
Cc1ccsc1C(=O)C1CCCN(Cc2cnn(C)c2)C1 (centres undefined)	0.0%	0.6	76	12%	-25%	-8%	-0.4%	-0.3%	-5%	-18%
CCCCCCn1c(=O)c(C(=O)Nc2c(C)n(C)n(-c3ccccc3)c2=O)c(O)c2ccccc21	0.0%	0.8	61	-2%	-3%	0%	3.9%	0.0%	10%	-28%
C=CCN1C(=O)NC(=O)/C(=C/c2cnc(SC)nc2)C1=O	0.6%	0.1	59	12%	10%	-10%	-3.0%	0.7%	18%	13%
CC/C(=N\Nc1cccc2ccccc12)c1c(O)[nH]c(=O)[nH]c1=O	1.7%	-1.5	54	7%	-15%	2%	-0.1%	0.4%	4%	-9%
O=C1NC(=O)N(c2ccc3c(c2)OCO3)C(=O)/C1=C/c1ccc(N2CCCCC2)o1	1.1%	1.1	52	12%	1%	23%	-0.2%	0.3%	19%	-13%
CCSCCc1nnc(NC(=O)Nc2cccc(C(F)(F)F)c2)s1	0.2%	8.1	75	12%	2.2µM*	-11%	2.1%	-0.3%	-4%	-34%
O=C(CCc1nnc2ccc(NCc3ccccc3)nn12)N1CCC2(CC1)OCCO2	-11%	-0.8	45	6%	-24%	-1%	1.5%	-0.2%	-32%	-11%
O=C1/C(=C/c2ccc([N+](=O)[O-])cc2)N2CCC1CC2	1.7%	0.7	49	5%	-11%	-4%	3.2%	-0.4%	1%	22%
CCCOP(=O)(OCCC)C(NC(=O)c1cc(OC)c(OC)c(OC)c1)c1ccccc1 (centres undefined)	-0.8%	0.0	66	6%	-15%	10%	-0.6%	0.3%	-4%	-22%
O=[N+]([O-])c1cc([As](=O)(O)c2ccc(O)c([N+](=O)[O-])c2)ccc1O	0.2%	-0.5	48	4%	0%	-5%	14%	0.2%	-12%	23%
COc1ccc(C2=CC(c3ccc(OC)c(OC)c3)c3c(c4ccccc4oc3=O)O2)cc1OC (centres undefined)	-0.4%	1.0	86	-4%	11%	-4%	3.1%	1.0%	-13%	-20%
Cc1ccnc(NCc2c(O)ccc3ccccc23)c1	-1.5%	1.2	73	9%	0%	-3%	4.4%	0.3%	-1%	-76%[20 µM]
Cc1ccc(O)c(CN2CCN(c3ccccc3)CC2)c1	-0.1%	0.2	93	12%	-14%	-20%	10%	-0.1%	17%	-12%
O=C1/C(=C\c2ccccc2)C2OCC=C3CN4CCC56c7ccccc7N1C5C2C3CC46 (centres undefined)	0.2%	7.3	87	9%	7%	6%	4.0%	0.4%	78%	7%
C=C1[C@@H](C)[C@H]2[C@H](Cc3ccccc3)NC(=O)[C@]23OC(=O)/C=C/[C@H](O)CCC[C@@H](C)C/C=C/[C@H]3[C@@H]1O	1.7%	3.7	67	-4%	1%	-15%	1.7%	3.4%	12%	-38%
C=CCN1C(=O)NC(=O)/C(=C/c2ccc(OC)c(CSc3ccccn3)c2)C1=O	0.5%	0.4	50	21%	5%	-18%	4.3%	-0.1%	x	-15%
Cc1nc2ccccc2c(=O)n1-n1cnnc1	2.3%	0.6	41	9%	5%	-1%	2.1%	-0.1%	9%	-18%
C=CCN1C(=O)/C(=C/c2ccc(Br)s2)C(=O)NC1=S	0.0%	11	66	50%	16%	8%	-7.1%	-0.1%	-17%	-19%[20 µM]
COc1ccc2c(c1)CC1(CN2C)C(=O)NC(=O)N(c2ccc(F)cc2)C1=O (centres undefined)	-0.3%	2.8	75	-10%	-4%	4%	-7.6%	-0.4%	6%	8%
O=P(Nc1c(Cl)cccc1Cl)(c1ccccc1)c1nc2c(s1)CCCC2 (centres undefined)	2.0%	-0.1	74	-2%	9%	9%	3.9%	-0.1%	-1%	-18%
CCC(=O)OC1(c2ccccc2)C(C)CN(C)CC1C (centres undefined)	0.4%	-0.5	74	3%	-60%	1%	5.8%	0.1%	-2%	-8%
Cn1nccc1C(=O)N1CCC2(CC1)OCCO2	2.3%[50 µM]	-0.3	47	-1%	-8%	3%	0.8%	0.1%	10%	32%
CN(C)c1ccc([P+](=O)c2ccc(N(C)C)cc2)cc1	-0.8%	2.4	34	9%	-21%	7%	-5.3%	0.5%	-2%	-10%
O=C1NC(=O)C(Cc2cccs2)C(=O)N1	-0.1%	-1.8	89	8%	-17%	11%	1.1%	-0.1%	59%	-18%
O=C(c1cc(Br)ccc1Cl)N1CCC2(CC1)OCCO2	-1.8%	-0.4	70	2%	-24%	4%	-0.6%	u	0%	-7%
NNC(=O)CN1C(=O)CN=C(c2ccccc2)c2cc(Br)ccc21	0.1%	0.4	38	14%	-5%	0%	5.4%	-0.2%	2%	22%
Cc1nc2nc(SCC(=O)N3CCC4(CC3)OCCO4)nn2c(C)c1Cc1ccccc1	-0.1%	-0.3	91	7%	-49%	-2%	-2.8%	0.8%	8%	-17%
Cc1ccc(CN2CCCC(C(=O)c3ccc4c(c3)OCO4)C2)cc1C (centres undefined)	0.6%	1.3	50	12%	-2%	8%	x	0.2%	19%	-20%
N=c1c2c(n(Cc3ccc(Cl)cc3)c3c1CCC3)CCC2	15%	3.5	63	16%	10µM*	-4%	0.9%	-0.1%	-1%	-18%
CC(=NCc1ccc(F)cc1)c1c(O)n(C)c(=O)n(C)c1=O	0.6%	9.7	94	4%	-70%	-1%	-1.2%	-0.2%	1%	20%
COc1ccc(OC)c(C2=NOC(C(=O)N3CCC4(CC3)OCCO4)C2)c1 (centres undefined)	2.7%	0.0	63	9%	-29%	-5%	-3.1%	-0.2%	13%	19%
CN(C)CCCN=Cc1c(O)n(CCc2ccccc2)c(=O)[nH]c1=O	0.5%	-0.3	74	2%	1%	-6%	-6.6%	0.2%	3%	-21%
CN1CCCC(C(=O)c2ccccc2)C1 (centres undefined)	0.1%	0.0	65	6%	-9%	3%	0.2%	0.0%	1%	9%
CCCCn1c(O)c(C(CC)=NCc2ccc3c(c2)OCO3)c(=O)[nH]c1=O	-0.3%	4.4	44	8%	5%	5%	-2.8%	-0.1%	-7%	-6%
Brc1ccc2ncnc(NCc3ccco3)c2c1	0.1%	-0.8	85	9%	3.4µM*	-1%	-5.0%	-0.2%	4%	12%
O=C(c1ccccc1F)c1cn(Cc2ccc(F)cc2)c2ccccc12	1.7%[50 µM]	0.4	50	3%	-19%	-10%	8.2%	0.1%	16%	24%
COc1cc(C)c(-c2nc(CN3C[C@@H]4C[C@@H](C3)c3cccc(=O)n3C4)c(C)o2)cc1C	-0.7%	1.2	22	-5%	-4%	2%	-4.4%	0.7%	-4%	8%
COc1ccc(CN2CCCC(C(=O)c3ccccc3SC)C2)cc1O (centres undefined)	0.0%	1.5	37	4%	-19%	11%	x	-0.1%	-2%	18%[20 µM]
Cc1ccc(-c2nc3ccccc3c(=O)n2-c2nccs2)cc1	-0.2%	-0.3	49	0%	8%	-3%	2.2%	-0.1%	-1%	-23%

Record cards (already shown). Order of values: K1F lysis inhibition	NTR1 agonist	NTR1 agonist cell count 20 µM	MgcRacGAP inhibition	NOD1 NF-kB reporter	GPR35 antagonists	KOR beta-arrestin-1	GPR55 beta-arrestin	GPR55 LPI antagonism	KOR beta-arrestin-2
Profile of O=C(c1ccccc1F)c1cn(Cc2ccc(F)cc2)c2ccccc12 → 1.7%[50 µM]	0.4	50	3%	-19%	-10%	8.2%	0.1%	16%	24%
Profile of Cc1ccnc(NCc2c(O)ccc3ccccc23)c1 → -1.5%	1.2	73	9%	0%	-3%	4.4%	0.3%	-1%	-76%[20 µM]
Profile of Cc1nc2ccccc2c(=O)n1-n1cnnc1 → 2.3%	0.6	41	9%	5%	-1%	2.1%	-0.1%	9%	-18%

(next part)
SMILES	K1F lysis inhibition	NTR1 agonist	NTR1 agonist cell count 20 µM	MgcRacGAP inhibition	NOD1 NF-kB reporter	GPR35 antagonists	KOR beta-arrestin-1	GPR55 beta-arrestin	GPR55 LPI antagonism	KOR beta-arrestin-2
COC(=O)C[C@]1(C(=O)OC)CN(C#N)N(c2ccc(Cl)cc2)C12c1ccccc1-c1ccccc12	-0.8%	41*	68*	5%	92%*	-7%	-9.7%	24%	37%	-2%
Cc1cc(C(=O)N/N=C/c2ccc([N+](=O)[O-])s2)c2ccccc2n1	-0.5%	-0.4	39	8%	7.6µM*	-2%	3.8%	0.5%	2%	17%
C#CCN(C)C(C)Cc1ccccc1 (centres undefined)	1.7%	-0.7	55	3%	0%	20%	-4.1%	-0.2%	10%	10%
CCOC(=O)c1ccc(N=C(C)c2c(O)[nH]c(=O)[nH]c2=O)cc1	0.6%	-1.8	44	7%	0%	-13%	14%	0.0%	-1%	9%
CN(C)Cc1ccccc1OC(=O)N(C)C	0.3%	0.0	56	9%	-7%	3%	5.6%	0.3%	0%	16%
O=[N+]([O-])c1ccc(CNCCc2ccccc2)cc1	0.0%	0.7	69	29%	-27%	-12%	-5.0%	0.3%	-6%	4%[20 µM]

Only part of the results is shown. The share of hits here may be higher or lower than overall.
